Giardia kill: kills Giardia lamblia; Giardia lamblia trophozoite viability; activity change, % at 7.66 µM, hits read low; 340,000 compounds, 0.15% hits; in the data active = activity change below about -80%; inconclusive = between about -30% and that limit;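 note: parasites exposed to compound for two days anaerobically before the ATP read; % is set by controls: 0 for no effect and ±100 for the full control effect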
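Luminescent ATP signal served as the viability read-out, measured 15-30 min after adding ATP detection reagent to trophozoites that had been incubated with compounds for 48 hrs at 37 deg C anaerobically at 100 cells/well.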
S-ASM inh: inhibitors of human secretory acid sphingomyelinase; 340,000 compounds, 0.006% hits; P17405; placental ASM, HMU-PC fluorogenic substrate, 60 min; Potency, µM (titrated, usually from 57.5 µM), for the others: top-dose activity change, negative = inhibition, usual class: inhibitors; note: potency is the fitted concentration of half-maximal effect
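Fluorescence read-out (Ex 386 nm, Em 447 nm) after stopping the reaction at pH 10. Enzyme: ASM from human placenta; substrate HMU-PC0, 9 uM final; 60 min, 37 °C. Compound preincubation 10 min, ambient temperature.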
Coupling enz: counter-screen for Giardia aldolase inhibitors: coupling enzyme system; coupling enzyme system counterscreen, AmpLite Red fluorescence; activity change, negative = inhibition, % at 58.2 µM, hits read low; 290,000 compounds, 0.67% hits; in the data active = activity change below about -30%; note: % is set by controls: 0 for no effect and ±100 for the full control effect
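Coupling enzymes only (glyceraldehyde-3-phosphate) + compound, at 57.5 uM final, 10 min RT; add substrate/coupling/AmpLite Red mix, 20 min RT; fluorescence ex 525/em 598 nm. Actives flag coupling-system interference.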
a7 integrin act: integrin-mediated muscular dystrophy alleviation activation | Potency, µM (series often up to 38.3 µM), without a hit: at the highest dose activation, actives largely listed as activators | alpha7betagal myoblasts, beta-gal FDG fluorescence, 48 h | 350,000 compounds, 0.064% hits | AID 624291;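 note: potency is the fitted concentration of half-maximal effect; 100% = response of the positive control SU9516; nearly all actives have a fitted effect of over 60% in size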
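Alpha7betagal+/- myoblasts (passage 13) were plated 16-24 hr, then exposed to compounds (1:260 dilution of DMSO stock) for 48 hours at 37C. After MPER lysis, β-galactosidase reporter activity was read as FDG fluorescence (ex 480/em 540) after 30 minutes.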
PTAP TSG101 blk: blocks PTAP/TSG101 interaction to inhibit HIV-1 budding. Q99816. Fluorescence polarization, FITC-PTAP peptide / Tsg101 binding. Potency, µM (highest dose often 115 µM), without a hit: at the top dose activity change, negative = inhibition, hits mostly inhibitors. 340,000 tested, under 10 active. AID 493005; active = well fitted inhibition curve with a large enough effect in the main read-out, with a control signal flat, not every such curve was filed as active; inconclusive = small, poorly fitted or top-dose-only effect, or effect the other way, or a change in a side signal; inactive = no such curve, though single readings can be large or run the other way; note: potency is the fitted concentration of half-maximal effect; % of control where 0% means no effect
Target sequence (Q99816 whole entry, looked up): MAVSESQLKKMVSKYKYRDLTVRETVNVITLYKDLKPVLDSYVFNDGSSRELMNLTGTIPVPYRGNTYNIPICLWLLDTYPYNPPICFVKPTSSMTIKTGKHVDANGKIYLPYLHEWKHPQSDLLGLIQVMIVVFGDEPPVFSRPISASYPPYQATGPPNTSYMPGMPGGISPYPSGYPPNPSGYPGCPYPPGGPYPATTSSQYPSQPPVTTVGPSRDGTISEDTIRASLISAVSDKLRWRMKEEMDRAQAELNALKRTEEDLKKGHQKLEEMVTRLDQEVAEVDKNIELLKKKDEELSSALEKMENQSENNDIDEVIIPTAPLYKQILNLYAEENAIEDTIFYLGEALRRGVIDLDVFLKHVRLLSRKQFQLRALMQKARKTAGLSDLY
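Fluorescence anisotropy tracks displacement of a FITC-tagged PTAP peptide (50 nM) from the Tsg101 binding domain (10 uM), following a 20 min room-temperature incubation at pH 7.5.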
GALK inhibitor: inhibitors of human galactokinase; Purified GALK, Kinase-Glo residual ATP luminescence; Potency, µM (titrated, usually from 57.5 µM), for inactives: at the highest dose activity change, negative = inhibition, actives largely listed as inhibitors; 270,000 compounds, 0.007% hits; AID 1868; note: potency is the fitted concentration of half-maximal effect; % is set by controls: 0 for no effect and ±100 for the full control effect
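Human GALK (5 nM) with 35 uM ATP and 100 uM galactose in 20 mM HEPES pH 8.0, 5 mM MgCl2, 60 mM NaCl, 1 mM DTT, 0.01% BSA. After 1 h at room temperature, leftover ATP was read by Kinase-Glo Plus luminescence.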
PKM2 act: increases activity of human pyruvate kinase M2; P14618; purified PKM2, Kinase-Glo ATP luminescence, activation; response scale: 0% is enzyme alone, no compound; Potency, µM (highest dose often 57.5 µM), inactives show at the highest dose activation, usual class: activators; 260,000 compounds, 0.34% hits; note: potency is the fitted concentration of half-maximal effect; % is set by controls: 0 for no effect and ±100 for the full control effect; nearly all actives have a fitted effect of over 55% in size
Target sequence (P14618 whole entry, looked up): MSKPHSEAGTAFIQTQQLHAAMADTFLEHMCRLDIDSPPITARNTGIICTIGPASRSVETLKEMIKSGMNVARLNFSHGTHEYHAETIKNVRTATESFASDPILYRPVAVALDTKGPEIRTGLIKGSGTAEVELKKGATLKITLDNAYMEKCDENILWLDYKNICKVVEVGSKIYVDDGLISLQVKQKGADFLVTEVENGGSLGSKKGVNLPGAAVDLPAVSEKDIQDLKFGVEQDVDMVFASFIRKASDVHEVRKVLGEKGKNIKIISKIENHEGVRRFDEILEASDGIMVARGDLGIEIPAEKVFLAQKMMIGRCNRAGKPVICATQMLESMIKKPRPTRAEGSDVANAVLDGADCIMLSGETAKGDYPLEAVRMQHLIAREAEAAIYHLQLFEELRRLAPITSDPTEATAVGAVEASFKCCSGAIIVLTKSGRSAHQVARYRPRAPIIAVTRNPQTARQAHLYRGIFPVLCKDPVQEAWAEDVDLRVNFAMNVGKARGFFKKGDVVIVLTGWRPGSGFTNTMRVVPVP
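ATP formation by purified human PK-M2, quantified via coupled luciferase luminescence after 1 h at room temperature with 0.1 mM ADP and 0.5 mM PEP final.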
Tb PFK inh: blocks T. brucei phosphofructokinase; O15648; T. brucei PFK, ADP-Glo luminescence; Potency, µM (highest dose often 57.5 µM), for inactives: at the top dose activity, negative = inhibition, actives largely listed as inhibitors; 330,000 compounds, 0.17% hits; AID 485367;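 note: potency is the fitted concentration of half-maximal effect; 0% = uninhibited 1x PFK enzyme wells and -100% = no-enzyme wells; nearly all actives have a fitted effect of over 60% in size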
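Activity is normalized to no-enzyme wells (full inhibition) and 1.25 nM enzyme wells (no inhibition). Reaction: 0.5 mM F6P, 0.1 mM ATP, 45 min RT, ADP-Glo luminescence; concentration-response curves fitted and classed by quality.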
B2AR arrestin: recruits beta-arrestin to the human beta2-adrenergic receptor; P07550; beta-arrestin recruitment to beta2AR, cell-based reporter; 330,000 compounds, 0.02% hits; Potency, µM (titrated, usually from 46.1 µM), for inactives: top-dose activation, actives largely listed as activators;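 note: potency is the fitted concentration of half-maximal effect; 0% = DMSO controls and full agonism = EC100 isoproterenol or metaproterenol; nearly all actives have a fitted effect of over 65% in size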
BCR signal inh: chronic active BCR signaling inhibition | ABC-DLBCL IkBa-CBG/CBR reporter, luminescence ratio, 4 h | Potency, µM (series often up to 46.1 µM), without a hit: at the highest dose ratio change, negative = lower green/red ratio, hits mostly inhibitors | 340,000 compounds, 0.05% hits; active = well fitted inhibition curve with a large enough effect in the signal ratio, with a control signal flat, not every such curve was filed as active; inconclusive = small, poorly fitted or top-dose-only effect, or effect the other way, or a change in a side signal; the % refers to the signal ratio;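 note: potency is the fitted concentration of half-maximal effect; plate controls were basal doxycycline-induced cells for no effect and cells given 10 µM MG132 for full effect; MG132 reads +100%, hits lower the ratio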
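Cell line TMD8 (human ABC DLBCL), stably expressing tet-inducible CBG68-IkBa fusion and CBR; IMDM/0.5% FBS; cpd up to 46 uM; dox induction, 4 h, 37C/5% CO2; dual luminescence; green/red ratio; MG132 control.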
Menin-MLL TR inh: displaces Texas Red mutant MLL peptide from human menin; O00255; Menin + Texas Red MLL mutant peptide, fluorescence polarization; 270,000 compounds, 0.23% hits; Potency, µM (series often up to 61.6 µM), inactives show at the highest dose FP activity change, negative = inhibition, hits mostly inhibitors; active = well fitted inhibition curve with a large enough effect in the polarisation, with a control signal flat, not every such curve was filed as active; inconclusive = small, poorly fitted or top-dose-only effect, or effect the other way, or a change in a side signal; inactive = no such curve, though single readings can be large or run the other way; the % refers to the polarisation; note: potency is the fitted concentration of half-maximal effect; % of control where 0% means no effect; many of its hits are not listed in these tables
* hit, by the source's call; ? = inconclusive; . = not tested or not shown; [ ] = remark or other dose. Unless noted, calls come from the whole dose curve; as a rule, active = well fitted curve in the direction sought with a large enough effect; inconclusive = small, poorly fitted or top-dose-only effect, or another doubt; inactive = no such curve, though single readings can be large; an effect the other way counts as inactive or inconclusive.

SMILES | Giardia kill | S-ASM inh | Coupling enz | a7 integrin act | PTAP TSG101 blk | GALK inhibitor | PKM2 act | Tb PFK inh | B2AR arrestin | BCR signal inh | Menin-MLL TR inh
COC(=O)c1cc(S(=O)(=O)Nc2cccc(OC)c2)cn1C | 5 | 0% | 6 | -15% | -1% | . | 21% | 4% | -1.1% | 0% | -7%
COc1ccc(NC(=O)C2CC(=O)N(c3ccccc3Cl)C2)c(OC)c1 (stereo unspecified) | 1 | 5%[11.5 µM] | -2 | 7% | -4% | 16% | 3% | 0% | 0.2% | 8% | -1%
O=C(Cn1c(=O)cnc2ccccc21)Nc1cc(Cl)ccc1N1CCOCC1 | 4 | -2% | . | 22% | 0% | . | . | 6% | -1.2% | ? | .
CCn1c(SCC(=O)N2CCCc3ccccc32)nnc1-c1cccs1 | 12 | 6% | -1 | -11% | . | 0% | 5% | -5% | -0.1% | 5% | -19%
C=CCOc1ccc(C2C(C(=O)c3ccc(C)o3)=C(O)C(=O)N2Cc2cccnc2)cc1 (stereo unspecified) | -11 | -18% | 0 | 8% | -3% | 7% | 3% | -1% | 0.2% | -9% | -17%
NC(=O)c1ccc[n+](Cc2ccc(-c3ccccc3)cc2)c1 | 2 | -3% | 0 | -10% | -4% | -1% | . | 0% | 1.1% | 1% | 0%
CN(C(=O)CCN1C(=O)S/C(=C\c2ccccc2)C1=O)C1CCS(=O)(=O)C1 (stereo unspecified) | 21 | 0% | -2 | 7% | -3% | 8% | . | -13% | -1.1% | 2% | -1%
CCOc1cc(/C=N/NC(=S)Nc2ccccc2C(F)(F)F)ccc1OCC(=O)N1CCOCC1 | 6 | -12% | 2 | -6% | -2% | . | -6% | 2% | -0.1% | ? | 45%[activator]
Cc1cc(NC(=O)c2cc3n(n2)C(C(F)(F)F)CC(c2ccco2)N3)n(-c2ccccc2)n1 (stereo unspecified) | 0 | -3% | 0 | 6% | -2% | 1% | -1% | 4% | 0.0% | ? | 14%
COc1ccccc1NC(=O)/C(C#N)=C/c1c(C)nn(-c2ccc(F)cc2)c1Cl | -14 | 3% | -1 | 2% | 0% | 1% | 0% | 0% | -0.8% | 3% | 7%
COc1ccc(-c2cc(C(=O)Nc3ccc(S(=O)(=O)Nc4ncccn4)cc3)c3ccccc3n2)cc1 | -1 | 12% | 1 | ? | -1% | 4% | -2% | 2% | 0.6% | 2% | .
CCN(CC(=O)Nc1ccc(NC(C)=O)cc1)C(=O)c1cccc(Oc2ccccc2)c1 | -5 | -4% | . | -14% | 0% | . | . | -1% | -0.7% | 8% | .
O=C(Nc1ccccn1)c1ccco1 | 0 | 0% | . | -9% | -18% | -1% | 0% | 0% | -0.3% | 11% | -4%
COc1ccccc1C(=O)Nc1cccc(Oc2c(F)c(F)c(F)c(F)c2F)c1 | 13 | -9% | -3 | -19% | -5% | -1% | -4% | 1% | -0.5% | 0% | .
CC(C)(C)OC(=O)N1CCCC(C(=O)Nc2ccc(C(=O)N3CCOCC3)cc2)C1 (stereo unspecified) | 33[activator] | 1% | . | 12% | -3% | . | . | 0% | -0.1% | -2% | .
O=C(c1ccco1)N1CCN(Cc2nc3ccccc3[nH]2)CC1 | -2 | 7% | . | -6% | 0% | . | . | -3% | -0.1% | -1% | .
COc1ccc2c(c1)CCCC21NC(=O)N(CC(N)=O)C1=O (stereo unspecified) | -6 | 5% | 1 | -14% | -1% | 3% | -5% | -1% | 0.0% | -7% | 23%
CCCCCn1c(CCNC(=O)CCC)nc2ccccc21 | -4 | 3% | 1 | 9% | -6% | -1% | 0% | -1% | 0.1% | 3% | -18%
CN(C)S(=O)(=O)c1cccc(NC(=O)c2cc(-c3cccs3)nc3ccccc23)c1 | -18 | 59%[activator] | 1 | -19% | -8% | -1% | -5% | -1% | -2.5% | 6% | ?
c1ccc(-c2nc3ccccc3nc2N2CCOCC2)cc1 | 1 | 65%[activator] | 6 | -22% | -2% | 8% | 0% | -1% | -0.5% | 1% | 1%
Cn1nc(C(C)(C)C)c([N+](=O)[O-])c1C(=O)NC(C)(C)C | -3 | 1% | 1 | 8% | -7% | 1% | -31% | 0% | -0.4% | 4% | 1%
CN1C(=O)CC(C(=O)O)SC1=Nc1cccc(C(F)(F)F)c1 (stereo unspecified) | 2 | 0% | 5 | -2% | -3% | 0% | 8% | 0% | -1.7% | 5% | -3%
CCOc1ccc(N(C(=O)Nc2ccccc2)C2=NCCC2)cc1 | 11 | -12% | 0 | -15% | -5% | 2% | 4% | -3% | 0.1% | -24% | -1%
Cc1ccc(N2CC(C(=O)Nc3cccnc3)CC2=O)cc1 (stereo unspecified) | 1 | -1% | 1 | -1%[7.66 µM] | -2% | -4% | 5% | 6% | -0.3% | 1% | 10%
Cc1ccc(NC(=O)CN(c2cc(C)cc(C)c2)S(=O)(=O)c2c(C)noc2C)nc1 | 7 | -11% | 1 | 26% | -2% | 2% | 0% | -4% | -0.9% | ? | 0%[11.7 µM]
New compounds follow
SMILES | Giardia kill | S-ASM inh | Coupling enz | a7 integrin act | PTAP TSG101 blk | GALK inhibitor | PKM2 act | Tb PFK inh | B2AR arrestin | BCR signal inh | Menin-MLL TR inh
O=C(O)c1cccc(S(=O)(=O)Nc2ccc(O)cc2Sc2nc3ccccc3s2)c1 | -8 | 15% | 6 | 7% | 0% | -1% | 2% | 7% | -1.4% | 0% | 13%
COc1ccc([C@@H]2[C@@H]3C(=O)N(C(C)(C)C)C(=O)[C@@H]3[C@]3(C)C(=O)N(c4ccccc4)C(=O)N23)cc1 | -5 | -1% | 2 | 18% | -3% | . | -3% | -1% | -0.9% | 3% | 1%
C/C(=N\NC(=O)c1nnn(-c2nonc2N)c1CN1CCCCCC1)c1ccc(Br)cc1 | -13 | 0% | 1 | 7% | -1% | 0% | 0% | -7% | -0.1% | ? | 11%
O=C(Nc1ccc(S(=O)(=O)NCCc2ccccc2)cc1)c1ccncc1 | 4 | -3% | . | -21% | -4% | 7% | 6% | -4% | 0.1% | 4% | .
CCOc1cc(C(=O)N(C)c2ccccc2)cc(OCC)c1OCC | 10 | -1% | 5 | -7% | 2% | 0% | 3% | 3% | -0.2% | 0% | 1%
CCCCCCCC(=O)NNC(=O)c1ccc([N+](=O)[O-])cc1 | -11 | -3% | 3 | 4% | -1% | 1% | -1% | 0% | -2.0% | 8% | 4%
O=C(O)c1cccc(Cn2c(Cl)c(/C=N/NC(=O)c3ccccc3O)sc2=O)c1 | 11 | ? | 11 | -23% | -6% | -5% | -3% | 6% | -0.4% | ? | .
Cn1cc([N+](=O)[O-])c(C(=O)Nc2cnn(Cc3ccc(F)cc3)c2)n1 | -1 | 3% | 3 | 0% | -4% | 1% | 2% | -12% | -0.3% | ? | 0%
O=C(Cc1csc(-c2ccc(Cl)cc2)n1)Nc1cccc(S(=O)(=O)NC2=NCCC2)c1 | -9 | -4% | . | -29% | 1% | . | . | -6% | -0.9% | -3% | .
CSc1ccccc1NC(=O)C1CCN(S(C)(=O)=O)CC1 | -14 | 0% | 1 | 4% | 1% | -2% | 1% | 3% | -0.7% | 2% | -4%
CC(C)(C)c1ccc(C(=O)NCC(=O)N2CCC3(CC2)NCCc2[nH]cnc23)cc1 | 1 | 1% | 3 | ? | -1% | 8% | . | 0% | -0.5% | ? | 10%
COc1ccc(S(=O)(=O)N2CCCC2)cc1Br | 17 | 29% | 1 | -12% | -8% | -5% | 4% | 0% | -0.4% | 3% | 3%
Cc1ccc(NC(=O)CSC2=C(C#N)C(c3ccco3)C3=C(CC(C)(C)CC3=O)N2)cc1 (stereo unspecified) | -16 | 18% | 0 | -14% | -6% | -2% | 10% | 10% | -0.3% | ? | 17%
Cc1ccccc1C1CCCN(Cc2nc(CC3CC3)no2)C1 (stereo unspecified) | 4 | -2% | 4 | -12% | 0% | 9% | 11% | 4% | 0.0% | 2% | -15%
O=C(NNC(=O)c1ccccn1)c1ccc(OC(F)F)cc1 | -2 | 1% | . | -29% | -2% | . | . | 0% | -0.6% | -16% | .
Cc1ccccc1NCC(=O)N/N=C/c1c(C)c(C(=O)c2ccc(Cl)cc2)n2ccccc12 | -7 | ? | 1 | -6% | -5% | -2% | -2% | 0% | -1.8% | ? | -1%
CC[C@@H](C)C(C(=O)N1CCN(C(=O)OC(C)(C)C)CC1)n1cc(-c2cn([C@@H](C)C(=O)N3CCN(C(=O)OC(C)(C)C)CC3)nn2)nn1 (stereo partly specified) | 2 | -5% | -3 | 0% | -4% | 0% | -3% | -13% | -1.0% | -2% | .

An excerpt. The share of hits here may be higher or lower than overall.
